12-LOX inh = ALOX12 (human) lipoxygenase inhibition | purified 12hLO, xylenol orange hydroperoxide absorbance | 1.1% of 580,000 active | Potency, µM (titrated, usually from 108 µM), without a hit: top-dose activity change, negative = inhibition, actives largely listed as inhibitors; active = well fitted inhibition curve with a large enough effect; inconclusive = small, poorly fitted or top-dose-only effect, or another doubt; inactive = no such curve, though single readings can be large or run the other way
Target sequence (P18054 whole entry, looked up): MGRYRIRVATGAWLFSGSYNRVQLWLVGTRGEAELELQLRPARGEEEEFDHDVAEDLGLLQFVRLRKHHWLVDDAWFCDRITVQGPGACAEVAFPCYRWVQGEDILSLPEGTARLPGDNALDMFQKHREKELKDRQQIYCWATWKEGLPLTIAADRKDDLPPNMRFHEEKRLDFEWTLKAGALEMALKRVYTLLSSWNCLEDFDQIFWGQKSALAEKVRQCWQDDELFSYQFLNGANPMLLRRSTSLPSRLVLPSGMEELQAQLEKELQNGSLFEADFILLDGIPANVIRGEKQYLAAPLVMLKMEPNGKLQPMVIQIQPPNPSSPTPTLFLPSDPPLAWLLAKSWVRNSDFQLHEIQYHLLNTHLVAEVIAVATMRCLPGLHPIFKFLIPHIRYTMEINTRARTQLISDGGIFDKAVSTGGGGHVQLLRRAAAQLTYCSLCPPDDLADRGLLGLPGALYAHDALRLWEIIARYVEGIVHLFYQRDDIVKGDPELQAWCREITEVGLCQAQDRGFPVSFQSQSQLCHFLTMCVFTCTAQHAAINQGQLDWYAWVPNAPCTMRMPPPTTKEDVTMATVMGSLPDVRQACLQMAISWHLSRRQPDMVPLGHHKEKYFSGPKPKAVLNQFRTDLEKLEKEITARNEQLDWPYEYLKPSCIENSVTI
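Hydroperoxide product was detected by ferrous iron/xylenol orange as the 573 to 405 nm absorbance ratio. Arachidonic acid at 40 uM (final) was turned over for 30 min at room temperature by 150 nM human 12hLO, pH 7.0 Hepes buffer, after 15 min compound preincubation.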
Numbers without * were called inactive; ? = inconclusive; [ ] = remark or other dose. % is scaled to controls: 0 for no effect and ±100 for the full control effect; potency is read from the fitted curve at half-maximal effect. This is a subset; the hit share may differ from the screen's.

SMILES | 12-LOX inh
O=C(OCCN1CCN(C2CN(Cc3cn(Cc4ccccc4C(F)(F)F)nn3)S(=O)(=O)C2)CC1)c1cc2ccccc2o1 (stereo unspecified) | -27.5%
CC(C)C[C@@H]1COc2cc(NCCO)ccc2S(=O)(=O)N1 | -61.6%
O=C1CC2(CCN(C(=O)c3ccccn3)CC2)Oc2cc(Cl)ccc21 | ?
COc1ccc(C(=O)NCCc2ncc(C)n2C2CCC2)c(OC)n1 | 100.5%[activator]
Cc1cnc(C2CCOCC2)n1C1CCCN(C(=O)c2cccs2)C1 (stereo unspecified) | 40.1%[activator]
Cc1cccc(CN2CCCC3(CCN(c4nc5ccccc5o4)C3)C2=O)c1 (stereo unspecified) | 14.5%
CCCN(C)C(=O)c1c(-c2ccccc2)noc1[C@H](C)O | 0.9%[176 µM]
C[C@]1(O)CCN(C(=O)c2ccc3c(c2)CCCC3)C[C@@H]1O | 42.6%[activator]
COc1ccc(Cl)cc1S(=O)(=O)N1CCC(n2cnnc2C(C)C)CC1 | 18.3%
O=C(NC1CCN(c2cc(-c3ccc(F)cc3)[nH]n2)CC1)c1cccc(F)c1 | 6.2%
O=C(NCCn1cccc1-c1nc(-c2ccc3c(c2)OCO3)no1)c1cccc(Cl)c1 | 15.4%
Cc1ccccc1-n1nc(C)c([C@H]2C=C[C@@H](OC(=O)N[C@H](C)c3ccccc3)C2)c1C | 3.5%[176 µM]
COc1ccc(C(=O)NCc2nnc3c(-c4nc(C(C)C)no4)cccn23)cc1 | 53.4%[activator]
Cc1ccccc1S(=O)(=O)N1CCCC(CCC(=O)N2CCc3ccccc3C2)C1 (stereo unspecified) | -20.9%
O=C(c1cc(F)ccc1F)N1CCN(c2cc(-c3ccc(F)cc3)[nH]n2)CC1 | 44.3%[activator]
CCN1c2cc(C(=O)Nc3ccccc3C)ccc2C(=O)N2CCCCCC21 (stereo unspecified) | 33.0%[activator]
CN1CCC(N2C[C@@H]3C[C@H]2C(=O)N(CC2CC2)c2ccccc2O3)CC1 | 7.8%[176 µM]
COCCNC(=O)C[C@@H]1C[C@@H](C(C)C)[C@H](CNC(=O)C2CC2)C=C1C | 37.7%[activator][176 µM]
C[C@@H]1CN([C@H](C)CO)C(=O)CCCn2cc(nn2)CO[C@H]1CN(C)C(=O)Nc1ccc(N2CCCCC2)cc1 | 0.8%
CN1CC(=O)N(c2cccnc2)Cc2c1ncnc2N1CCC(O)CC1 | 11.3%[176 µM]
CS(=O)(=O)NC[C@H]1OC[C@@H](NC2CCC(F)(F)CC2)[C@@H]1O | 0.5%[176 µM]
O=C(Nc1cc(F)ccc1F)N1CCC(CCNC(=O)C2(c3ccccc3)CC2)CC1 | 24.0%
COCCN1CCN(C[C@@H]2C=C(C)[C@H](Cc3nnc(C)o3)C[C@H]2C(C)C)CC1 | 19.5%[176 µM]
CN(CC1CCOC1)C(=O)C1CCCC1 (stereo unspecified) | -5.5%
COC[C@H](C)NC(=O)c1cn2cc(-c3ccc(OC)cc3F)n(C)c(=O)c2n1 | 0.9%
Cc1cc(C)c(CNC(=O)c2cc(-c3ccccc3)cc3c2OCCN3C(C)C)c(=O)[nH]1 | -20.4%[176 µM]
O=C(c1cc(F)ccc1Cl)N1CCC(n2cnnc2C2CC2)CC1 | 72.1%[activator]
CC1=C[C@@H](CNC(=O)NCc2ccccc2)[C@H](C(C)C)C[C@H]1CC(=O)N1CCN(C)CC1 | 1.0%
O=C(Nc1ccc2c(c1)CN(Cc1ccc(Cl)cc1)C(=O)CO2)c1ccccc1 | 12.1%
OC[C@@H]1CN(Cc2ccccc2)C[C@H]1c1nc(-c2ccncc2)no1 | 43.4%[activator]
Cc1ncc(C(=O)N(C)CC2CCCN(CCc3ccc(Cl)cc3)C2)c(=O)[nH]1 (stereo unspecified) | 12.2%
COC(=O)C1=C(C)N(Cc2ccc(C(F)(F)F)cc2)C(=NCc2cccc(C(F)(F)F)c2)NC1c1ccccc1C(F)(F)F (stereo unspecified) | -10.3%
O=C(NCc1ccncc1)[C@@H]1C[C@@H](c2ccc(F)cc2)N([S+](=O)([O-])c2cccnc2)C1 | -32.8%[176 µM]
Cc1ncccc1C(=O)NCC12CCCC=C1NC(=O)CC2 (stereo unspecified) | 5.1%
COc1ccc(CC(=O)Nc2ccc(=O)n3c2[C@@H]2C[C@@H](CN(S(=O)(=O)c4ccccc4)C2)C3)cc1 | 4.3%
Cc1cc(CN2CCn3c(nnc3-c3cccnc3)C2)no1 | 88.1%[activator][176 µM]
COc1ccc(CCC(=O)N2CCCC2c2nc(C3CCOCC3)no2)cc1 (stereo unspecified) | 31.0%
Cc1cc(S(=O)(=O)N(C)CC2CCOCC2)ccc1F | 20.7%
CS(=O)(=O)N1C[C@@H](COc2ccncc2)[C@H](c2ccccn2)C1 | 56.8%[activator]
CCc1nc(C)c(C(=O)Nc2nn(C)c3cccc(N4CCOC4=O)c23)o1 | 14.5%

Exported with the structure last: entries from further up
| 12-LOX inh | Molecule |
| --- | --- |
| 88.1%[activator][176 µM] | Cc1cc(CN2CCn3c(nnc3-c3cccnc3)C2)no1 |
| 31.0% | COc1ccc(CCC(=O)N2CCCC2c2nc(C3CCOCC3)no2)cc1 (stereo unspecified) |
| 20.7% | Cc1cc(S(=O)(=O)N(C)CC2CCOCC2)ccc1F |

Remaining list, next part:
SMILES | 12-LOX inh
O=C(N[C@@H]1CN(c2ncccn2)C[C@H]1CO)c1c(F)cccc1F | -3.3%
COC(=O)[C@H](NC(=O)[C@@H]1C[C@@H](NC(=O)Nc2cccc(F)c2)CCN1C(=O)CCC(=O)O)C(C)C | 74.8%[activator]
CCNC(=O)N1CCCCCCNC(=O)[C@@H]2C[C@@H](c3nc(Cc4ccccc4)no3)C[C@@H]21 | 0.9%
O=C(CCC1CCN(c2cc(NC3CC3)ncn2)CC1)NCCN1CCCCC1 | 20.8%
O=C1NCCCC[C@@H]1NCc1ccccc1OCCCCN1CCOCC1 | 5.3%
OC1OC2COC(c3ccccc3)OC2C(O)C1O (stereo unspecified) | 15.0%
CC(C)c1nnc(C2CN(C(=O)c3cccc(Cl)c3)CC23CCOCC3)o1 (stereo unspecified) | 18.6%
Cc1cccc(-c2cccc3c4c([nH]c23)[C@@H]2C[C@H](N(C)C(=O)c3ccccc3C)[C@H]([C@H](C)O)C(=O)N2CC4)c1 | -0.1%
Cc1ccc(CN2CCN(C(=O)CC3CCOCC3)CC2)cc1 | 8.1%
O=C1NCc2ccccc2CC12CCCN(Cc1ccnc3ccccc13)C2 (stereo unspecified) | 22.4µM*

Next section, overlapping the part above by 3 compounds.
SMILES | 12-LOX inh
Cc1cccc(-c2cccc3c4c([nH]c23)[C@@H]2C[C@H](N(C)C(=O)c3ccccc3C)[C@H]([C@H](C)O)C(=O)N2CC4)c1 | -0.1%
Cc1ccc(CN2CCN(C(=O)CC3CCOCC3)CC2)cc1 | 8.1%
O=C1NCc2ccccc2CC12CCCN(Cc1ccnc3ccccc13)C2 (stereo unspecified) | 22.4µM*
CCCCS(=O)(=O)N1CCN(C2CCN(CCOC)C2=O)CC1 (stereo unspecified) | 42.0%
COC1CCCN(C(=O)c2cc(-c3ccc(F)cc3)cc3ncn(C)c23)C1 (stereo unspecified) | ?
COC[C@@H]1CN(C(=O)Cn2cc(C)cn2)C[C@H]1c1nc(C2CC2)no1 | 32.0%
CCOCCN1C(=O)COC[C@@H]1[C@H](O)c1ccc(NC(=O)Nc2ccccc2)cc1 | 5.1%[176 µM]
CCOc1ccc(CC(=O)N2CCC3(CC2)N=C(c2ccccc2)NO3)cc1 | 25.8%
Cn1c(CNC(=O)c2cc[nH]c2C2CCCNC2)nc2ccccc21 (stereo unspecified) | 80.9%[activator]
Cc1nnc2n1CCC(N(C)C(=O)Cc1ccsc1)CC2 (stereo unspecified) | -11.0%
CC(=O)N1CCC(N[C@@H]2CO[C@H](CNC(=O)c3ccccc3)[C@H]2O)CC1 | 17.0%[176 µM]
CCN1C(=O)CCN(C(=O)Cc2cccc(F)c2)CC12CCOCC2 | 11.5%
CN1C(=O)c2cccn2CC1CNC(=O)NC1CCCC1 (stereo unspecified) | 26.4%
O=C(CCc1nc2ccccc2s1)N1CCC(c2nc(C3CCOCC3)no2)CC1 | 41.4%
CCCn1cc(C(=O)N2CC[C@@](O)(COC)C(C)(C)C2)c(C)n1 | -1.1%
O=C(NCc1cnn(Cc2ccccc2)c1)c1ccc2oc(-c3cccc(F)c3)nc2c1 | 16.2%
CN1C(=O)CCCCC1C(=O)NCc1ccc(F)cc1 (stereo unspecified) | 13.7%
CN1CC(=O)N(C2CCCNC2)Cc2c(NCC3CCCCCC3)ncnc21 (stereo unspecified) | ?
COc1ccc(-c2cc(-c3c(C)noc3C)c3cncn3c2)cn1 | 15.6%[176 µM]
Cc1ccc(S(=O)(=O)N(C)CC2CCOC2)cc1C (stereo unspecified) | 50.3%[activator]
Cc1noc2c(NCCN(C)C)cc(-c3ccccc3)nc12 | 47.3%[activator][176 µM]
COc1ccc(-c2ccnc(N[C@H]3CO[C@H]4[C@@H]3OC[C@@H]4NC(=O)Nc3ccc(C(C)=O)cc3)n2)cc1 | -18.1%
CC(C)(C)CN[C@H]1C[C@@H](Cc2cc(CN3CCOCC3)on2)C1(C)C | 26.9%[176 µM]
O=c1cc(CN2CCOCC2)occ1OCCCCCSc1ccnc2cc(C(F)(F)F)ccc12 | ?
OC1CCOC2(CCN(Cc3cccc4[nH]ccc34)CC2)C1 (stereo unspecified) | -4.6%
CCCN(CC1CCOC1)C(=O)NC1CCCCC1 (stereo unspecified) | 88.8%[activator]
Cc1ccc(S(=O)(=O)N2CCCC(Cn3c(C4CC4)nc4cccnc43)C2)cc1 (stereo unspecified) | 2.0%
O=C(c1ccoc1)N1CC[C@@H](c2ccc3ccccc3c2)[C@H](O)C1 | 36.5%
c1csc(CN2Cc3[nH]cnc3C[C@H]2c2nc(-c3ccc4ccccc4c3)no2)c1 | 52.2%[activator][176 µM]
CCC1Oc2ccc(NC(=O)c3ccccc3)cc2CN(Cc2cc(F)cc(F)c2)C1=O (stereo unspecified) | ?
C[C@@]1(O)CCN(C(=O)c2cccc(F)c2)C[C@H]1N1CCCC1 | 193.8%[activator]
O=[N+]([O-])c1cccc(-c2noc([C@@H]3Cc4nc[nH]c4CN3Cc3cccs3)n2)c1 | 67.4%[activator][176 µM]
CC(C)(O)CCc1cccc(C(=O)NCCCc2nc3ccccc3o2)c1 | 34.2%[activator]
CC(C)c1cccc(NC(=O)CN2C(=O)C(c3ccccc3)=NC2(C)C)c1 | -1.1%
Cc1nc(CN2CCN(C(C(=O)O)c3cc4ccccc4o3)CC2)cs1 (stereo unspecified) | 0.1%
CC(C)c1noc([C@@H]2C[C@@H](O)CN2Cc2ccc(S(C)(=O)=O)cc2)n1 | ?
O=C(c1ccoc1)N1CC(Oc2ccc(-c3nc(-c4ccccc4)no3)cc2)C1 | 32.5%
COC(=O)[C@]12C[C@H](CC(=O)N3CCSCC3)C(=O)N(CCC3=CCCCC3)C1=C[C@H](C(C)(C)C)O[C@@H]2C | -15.7%
O=C(C1CC(=O)N(c2n[nH]c3ccccc23)C1)N1CCc2ccccc2C1 (stereo unspecified) | ?
CCCc1nc(C(=O)NC(C)c2nncn2CCOC)cs1 (stereo unspecified) | 78.3%[activator]
C[C@H](O)c1onc(-c2ccc(F)cc2)c1C(=O)N1CCCCC1 | -11.7%[176 µM]
CNC(=O)[C@@H]1CN(Cc2c(F)cccc2Cl)C[C@H]1CO | 42.5%[activator]
C[C@@H]1CN(C(=O)c2ccc(Cl)o2)C[C@@]1(O)C1CCC1 | 35.0%
CC(C)(Oc1nn(CC2CCOCC2)c2ccccc12)C(=O)NCc1ccccc1 | -9.3%[176 µM]
CC(C)N1C(=O)C2(CCCCC2)C1C(=O)N1CCN(c2ccccc2F)CC1 (stereo unspecified) | 9.9%
CC(C)NC(=O)Cn1ccn2nc(-c3ccccc3)c(CO)c2c1=O | -3.7%
COc1ccc(-c2nc(-c3ccccc3)nc3c2CN(C(=O)c2ccc(C(F)(F)F)cc2)CC3)cc1 | -21.4%
COc1cccc(NC(=O)[C@@H]2C[C@@H](O)CN2C2CCN(C(=O)c3cccc(OC)c3)CC2)c1 | 11.5%
CN(C)Cc1cn(C[C@H]2C[C@@H](NC(=O)COc3ccccc3)[C@H](O)[C@@H]2O)nn1 | ?
O=C(NCc1ccccc1)[C@@H]1C[C@@H](c2ccc(F)cc2)N([S+](=O)([O-])c2cccnc2)C1 | 5.7%[176 µM]
COc1ccc(CCNC(=O)CN2C(=O)NC3(CCOCC3)C2=O)cc1OC | ?
CN1CC(=O)N(C2CCNC2)Cc2c1ncnc2N1CCN(c2ncccn2)CC1 (stereo unspecified) | ?
Cn1c(CO[C@H]2CN(Cc3ccc4c(c3)OCCO4)C[C@H]2F)nc2ccccc21 | 51.1%[activator][176 µM]

More results
SMILES | 12-LOX inh
Clc1ccc(-c2cnc([C@@H]3COCCN3Cc3csnn3)[nH]2)cc1 | -0.9%[176 µM]
CC(=O)N[C@@H]1CN(C(=O)c2csc(-c3cccnc3)n2)C[C@H]1C(C)C | -23.1%
Cc1c(CN2CCCC(COc3ccccc3C(=O)N3CCCCC3)C2)cnn1C (stereo unspecified) | -3.4%
CN(C(=O)c1csc(Cc2ccccc2)n1)C1CCCN(CCc2ccccc2)C1 (stereo unspecified) | ?
COCCOc1ccc2c(n1)CCN(C(=O)CCc1ccccc1)C2 | 3.5%
COc1ccccc1-c1ccnc(N[C@H]2CO[C@H]3[C@@H]2OC[C@@H]3NC(=O)c2ccc(C)cc2)n1 | 3.7%
